ERa SRC1 inh – ER-alpha (human) coactivator binding inhibition | TR-FRET ER-alpha LBD / SRC-1 peptide, estradiol-bound | inhibition, % at 25.6 µM | 1.7% of 86,000 active | AID 629 | P03372; in the data active means inhibition above about 50%;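 further: 0% = receptor plus peptide control and 100% = peptide only without receptor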
ERb SRC1 inh – ER-beta (human) coactivator binding inhibition. TR-FRET ER-beta LBD / SRC1-Cy5 peptide binding; receptor agonist-loaded with 1 µM estradiol. 1.3% of 86,000 active. Q92731. inhibition, % at 25.6 µM;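 active means compounds whose percent inhibition of the receptor-coactivator binding signal exceeds about 50% in the single-dose screen, limit read from the data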;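 further: 0% = receptor plus peptide wells without compound and 100% = peptide-only wells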
Smad3 FoxH1 inh – Smad3 (human) transcription factor binding inhibition; AID 630; inhibition, % at 25 µM; 0.29% of 88,000 active; TR-FRET Smad3/Dy647-FoxH1 peptide binding, europium anti-His; P84022;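 active means compounds that reduce the energy-transfer binding signal between the protein and its labelled peptide by more than half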;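 further: 0% = Smad3 plus labelled peptide maximal FRET and 100% = peptide-only background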
Target sequence (P84022 whole entry, looked up): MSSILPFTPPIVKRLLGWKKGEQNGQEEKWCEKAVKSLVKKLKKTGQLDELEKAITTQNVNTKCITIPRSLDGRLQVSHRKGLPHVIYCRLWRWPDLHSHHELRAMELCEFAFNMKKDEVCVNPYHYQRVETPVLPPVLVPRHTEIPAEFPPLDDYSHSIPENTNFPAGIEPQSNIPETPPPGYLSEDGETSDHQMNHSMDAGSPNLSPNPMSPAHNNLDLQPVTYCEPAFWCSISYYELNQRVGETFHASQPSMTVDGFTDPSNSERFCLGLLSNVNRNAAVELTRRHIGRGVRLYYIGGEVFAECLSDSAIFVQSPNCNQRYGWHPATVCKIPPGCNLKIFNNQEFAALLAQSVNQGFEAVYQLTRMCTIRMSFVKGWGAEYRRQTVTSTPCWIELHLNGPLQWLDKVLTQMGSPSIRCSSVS
Candida biofilm – kills Candida albicans biofilms; 0.14% of 85,000 active; inhibition, % at 6 µM; C. albicans biofilm + clotrimazole, Alamar Blue;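 active means inhibition above 20%; inactive means inhibition below 20%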;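 further: preformed 24 hr biofilms exposed to compound for 48 hr; 0% = biofilm without compound and 100% = blank killed by clotrimazole plus chlorhexidine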
sEH act – soluble epoxide hydrolase (human) activation; P34913; 0.04% of 91,000 active; activation, % at 2 µM; purified human sEH enzymatic activity, activator screen; in the data active means activation above about 37%; further: values of inactives mirror those of a sister screen read the other way
Target sequence (P34913 whole entry, looked up): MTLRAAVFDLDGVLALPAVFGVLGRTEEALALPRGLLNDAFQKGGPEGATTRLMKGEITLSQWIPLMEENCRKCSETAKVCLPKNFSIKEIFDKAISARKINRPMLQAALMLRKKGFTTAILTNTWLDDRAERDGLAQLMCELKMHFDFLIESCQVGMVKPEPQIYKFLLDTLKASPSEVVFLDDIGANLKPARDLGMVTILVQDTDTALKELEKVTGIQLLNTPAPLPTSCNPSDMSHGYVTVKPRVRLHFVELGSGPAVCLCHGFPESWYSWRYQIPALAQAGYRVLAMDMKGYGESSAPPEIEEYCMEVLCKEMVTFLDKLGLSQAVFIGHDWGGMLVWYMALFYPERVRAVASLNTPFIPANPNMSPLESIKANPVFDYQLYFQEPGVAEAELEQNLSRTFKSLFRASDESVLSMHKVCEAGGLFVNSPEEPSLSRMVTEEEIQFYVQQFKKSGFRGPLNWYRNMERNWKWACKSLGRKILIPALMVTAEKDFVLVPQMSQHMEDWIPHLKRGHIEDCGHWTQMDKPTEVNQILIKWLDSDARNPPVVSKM
H69AR inhibit – blocks growth of human H69AR lung tumor cells; viability, % at 10 µM; AID 598; H69AR lung tumor viability, ATP luminescence, 72 h; stronger effect = lower value; 6% of 85,000 active;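 active means viability at or below 40%; inactive means viability above 40%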;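 further: multidrug resistant small cell line overexpressing MRP-1 efflux transporter; 100% = mean luminescence of untreated control wells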
HUVEC inhibit – inhibitors of human endothelial cell proliferation; HUVEC proliferation, CellTiter-Glo luminescence, 72 h; stronger effect = lower value; 1.1% of 86,000 active; viability, % at 10 µM (by protocol);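 active means viability at or below 30%; inactive means viability above 30%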;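 further: 100% = median luminescence of DMSO-only cell control wells on each plate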
Lung fibro prol – blocks proliferation of human lung fibroblasts | LL 47 human lung fibroblast viability, ATP luminescence; stronger effect = lower value | 1.1% of 85,000 active | viability, % at 10 µM;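 active means viability at or below 50% in the single dose screen; inactive means viability above 50%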;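 further: compound exposure lasted 72 h before the ATP readout; 100% = median luminescence of untreated cell-only wells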
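Benchmarks: Cell-only wells, no compound | Test system: LL 47 human lung fibroblasts, passage 12 or lower | Input: 1,150 cells/well | Measured by: CellTiter-Glo luminescence measuring cellular ATP | Medium: IMEM, 15% FBS supplement | Schedule: Overnight attachment after seeding, then 72 h compound exposure at 37 °C | Doses: Compound addition at 0.1% DMSO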
ERa SRC1 pot – ER-alpha (human) coactivator binding potentiation; P03372; TR-FRET ERalpha-LBD/SRC-Cy5 coactivator binding, 2 h; 100 = basal binding, no effect; coactivator binding (% of control), % at 25.6 µM; 1.3% of 86,000 active; in the data active means activity above about 200%;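 further: binding measured in presence of low estradiol as agonist stimulus; 0% = peptide alone without receptor and 100% = receptor with peptide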
* = called active by the depositor; . = no result given; [ ] = remark or other dose. These rows are one share of the data; count on the stated rates, not on these rows.

SMILES	ERa SRC1 inh	ERb SRC1 inh	Smad3 FoxH1 inh	Candida biofilm	sEH act	H69AR inhibit	HUVEC inhibit	Lung fibro prol	ERa SRC1 pot
COC(=O)C(C)Oc1ccc(=O)[nH]n1 (stereo not drawn)	-11	-15	-7	-4	-4	102	99	99	103
C/C(=C\c1ccco1)C1C(C#N)=C(N)OC2=C1C(=O)CC(C)(C)C2 (stereo not drawn)	24	25[fluorescence artefact?]	14	1	-4	88	102	97	100
CCCOc1ccc(C2(C(=O)O)CCCC2)cc1	-1	9	-13	-3	-3	83	104	100	118
COc1ccc(C2CC(c3ccccc3)n3nnnc3N2)cc1 (stereo not drawn)	7	-5	0	3	-1	92	97	102	93
O=C(CCN1C(=O)C2C3C=CC(C3)C2C1=O)N1CCN(c2ccc(F)cc2)CC1 (stereo not drawn)	-10	-6	2	11	.	83	91	102	129[fluorescence artefact?]
CCOc1cccc(NC(=O)C(Cc2cccs2)c2nn[nH]n2)c1 (stereo not drawn)	-10	-5	-13	4	3	92	93	101	118[fluorescence artefact?]
CS(=O)(=O)Nc1ccc(S(=O)(=O)N2CCOCC2)cc1	25	7	-5	0	-12	98	99	99	52[fluorescence artefact?]
COc1[nH]c(/N=C/c2ccccc2)c(C#N)c1C#N	2[fluorescence artefact?]	35[fluorescence artefact?]	16	-2	-10	84	83	99	69[fluorescence artefact?]
COc1ccc(CNC(=O)C2CCCN(S(=O)(=O)c3c(C)nn(C)c3C)C2)cc1 (stereo not drawn)	-1	-9	5	-1	-30	84	98	98	116
CCOC(=O)c1cc(-c2ccccc2)n(CCC(=O)NC(C)CC)c1C (stereo not drawn)	-7	-5	-7	7	-4	83	103	95	108
O=C(Cn1[nH]c(=O)c2ccccc2c1=O)NC1CCN(Cc2ccccc2)CC1	8	0	17	5	-6	101	92	96	128
CCOCCCNC(=O)C(NC(=O)c1ccc2c(c1)OCO2)c1ccc(OC)cc1 (stereo not drawn)	3[fluorescence artefact?]	-3[fluorescence artefact?]	7	1	0	100	103	106	133
CC1CN(c2nnnn2-c2ccccc2)CC(C)O1 (stereo not drawn)	-10	-5	-3	-1	.	92	94	.	133
Nc1nc(Cn2nnc(-c3ccccc3Cl)n2)nc(N2CCOCC2)n1	-3	0	6	2	.	87	99	99	101
COC(=O)c1[nH]c2ccccc2c1NC(=O)Oc1ccccc1	11	14[fluorescence artefact?]	12	-2	-13	93	84	89	100
CC(C)CC(=O)Nc1ccc(OCC(=O)O)cc1	1	6	10[fluorescence artefact?]	3	.	93	93	97	123
CCOC(=O)c1ccccc1NC1OC(=O)c2ccccc21 (stereo not drawn)	2	1	-3	8	11	102	88	97	80
COc1ccc(-c2occ(C(=O)O)c2C(=O)O)cc1	-1	5	-6	-2	8	94	98	102	94
C=CCNC(=S)N1CCN(CCN=CC2=C(O)CC(c3cccs3)CC2=O)CC1 (stereo not drawn)	-7	-7	21	7	10	95	93	99	101
COC(=O)c1sc(NC(=O)COc2ccccc2OC)nc1C	-7	1	4	11	-5	90	102	108	109
CCOC(=O)c1[nH]c2ccc(OC)cc2c1NC(=O)OC	-14	-4[fluorescence artefact?]	5	8	13	93	81	105	109
CCOC(=O)C1CCCN(C(=O)c2ccc(CNc3c(N4CCC(C)CC4)c(=O)c3=O)cc2)C1 (stereo not drawn)	-2	-10	-3	6	.	51	93	93	100
CCn1c(-c2ccc(F)cc2)n[nH]c1=S	-9	-10	-5	4	-6	93	91	92	96
CCc1ccc(Nc2nc(N)nc(CSc3nnnn3-c3ccccc3)n2)cc1	41	41	20[fluorescence artefact?]	3	-4	68	68	91	312*
O=C(O/N=C/C1=C(Cl)c2ccccc2CC1)c1ccc(F)cc1	-1	-7	7	-5	0	88	70	106	105
CCN(CCCNC(=O)CCNC(=O)Cn1cnc2ccccc2c1=O)c1cccc(C)c1	0[fluorescence artefact?]	-4[fluorescence artefact?]	-1	10	.	90	109	98	96
Cc1nn(-c2ccc(F)cc2)c2sc(C(=O)OCC(=O)N3CCC(C)CC3)cc12	-8	7	5	5	18	83	102	100	103
CC(=O)N1c2ccccc2NC2=C(C(=O)CCC2)C1c1cccnc1 (stereo not drawn)	1	6	-6	5	.	101	92	96	110
C/C=C/c1ccc(OC)c(OC(C)=O)c1	0	9[fluorescence artefact?]	-3	11	.	80	88	104	82
CC(C)CC(NC(=O)C(NC(=O)OC(C)(C)C)C(C)C)C(=O)NC(CCC(=O)OCc1ccccc1)C(N)=O (stereo not drawn)	-6	-4	0	-3	12	101	101	104	112[fluorescence artefact?]
Cc1ccc(NC(=O)N2CCC(c3nc4c(nnn4Cc4c(F)cccc4Cl)c(=O)[nH]3)CC2)cc1	4[fluorescence artefact?]	1[fluorescence artefact?]	-8	6	2	68	92	95	86
CC(OC(=O)CNC(=O)C12CC3CC(CC(C3)C1)C2)C(=O)Nc1ccc(N2CCOCC2)cc1 (stereo not drawn)	-2	1	5	1	8	96	96	107	104
CC(C)c1ccc(NC(=O)c2ccc(Br)o2)cc1	-7[fluorescence artefact?]	1[fluorescence artefact?]	4	10	-39	73	90	97	108
CC(C)c1nc(N2CCOCC2)c(C#N)c2c1COC(C)(C)C2	4[fluorescence artefact?]	-5[fluorescence artefact?]	1	6	.	80	111	89	88
CC(=O)Nc1ccc(Cl)cc1C(=O)O	9	5	0[fluorescence artefact?]	7	2	96	95	96	93
CCOC(=O)N1CCN(C(=O)c2ccc(NC(C)=O)cc2)CC1	-3	0	4	0	-2	101	95	90	94
O=C(O)[C@@H]1CSC2(CCSC2)N1 (stereo partly drawn)	0	4	-4	0	.	106	100	97	101
CCC(=O)Nc1ccccc1C(=O)N1CCCC1	-9	25	-19	-3	-10	88	99	107	112
NNC(=O)C1CCCn2c1nc1sc3c(c1c2=O)CCCC3 (stereo not drawn)	-12	-3	-9	5	13	91	87	92	100
COc1ccccc1NC(=O)c1c(NC(=O)c2ccco2)sc2c1CCC2	70*[fluorescence artefact?]	34[fluorescence artefact?]	0	4	10	60	82	83	177[fluorescence artefact?]
Cc1ccc(CN2C3=NCCCN3c3ccccc32)cc1	-3	-4[fluorescence artefact?]	4[fluorescence artefact?]	4	-4	68	85	94	111
Cc1ccc(-c2nnc3c4ccccc4c(C)nn23)cc1S(=O)(=O)N1CCN(C)CC1	-7	4	-9[fluorescence artefact?]	2	-6	52	90	83	103
COc1cccc(NS(=O)(=O)c2cc(C)ccc2OC)c1	-1	4	3	.	10	89	90	90	108
CSc1ccccc1NC(=O)Nc1ccccc1	-15	31	5	7	-3	79	84	93	122
COc1ccc(-c2nnc(SC(C)C(=O)Nc3nccs3)n2-c2ccccc2)cc1OC (stereo not drawn)	10	-4	5	-2	0	57	101	95	98
COc1cccc(NC(=O)C(C)Oc2ccccc2)c1 (stereo not drawn)	-2	-4	5	7	-3	102	105	103	111
Cc1c(C(=O)N(C)Cc2ccccc2)oc2ccc(S(=O)(=O)N3CCCC3)cc12	-25	-30	11[fluorescence artefact?]	5	11	39*	95	88	94
O=c1[nH]c2ccccc2n1CCCSCCCn1c(=O)[nH]c2ccccc21	11[fluorescence artefact?]	0	12	11	.	77	129	104	74[fluorescence artefact?]
CCOC(=O)N1C(=O)c2cc(OC)ccc2S1(=O)=O	3	-4[fluorescence artefact?]	8	-1	8	91	95	102	126
O=C(C1CCCN(S(=O)(=O)c2cccc3nsnc23)C1)N1CCN(c2ccccn2)CC1 (stereo not drawn)	4	9	9	0	2	69	95	104	109
CCc1ccc(C2CC(c3ccccc3)Nc3nc(N)nn32)cc1 (stereo not drawn)	8	7	1	-1	.	110	101	96	96
Nc1ncnc2nc(N3CCN(C(=O)c4ccccc4)CC3)[nH]c12	-10	-8	0	5	1	101	91	100	111
COc1cccc2c(=O)n(CC(=O)N3CCC(C)CC3)ccc12	6[fluorescence artefact?]	-2[fluorescence artefact?]	-3	8	-16	89	47	90	89[fluorescence artefact?]
Cc1cc(F)ccc1S(=O)(=O)Nc1ccccc1C(=O)Nc1ccccc1N1CCOCC1	-11	3	-8	1	-58	88	72	100	104
COCCn1nnnc1C1(N(Cc2cc3cc(C)ccc3[nH]c2=O)CC2CCCO2)CCN(C)CC1 (stereo not drawn)	-6[fluorescence artefact?]	-2[fluorescence artefact?]	4	-2	.	84	96	99	104
Cc1cc(C)n(CCO)c(=O)n1	0	-1	5	0	10	101	97	101	116
CCc1nc(N)nc(N)c1-c1ccc(Cl)cc1	2	9	0	9	.	67	99	81	246*
CN(C)CCN1C(=O)C(O)=C(C(=O)c2cc3ccccc3o2)C1c1cccc(Br)c1 (stereo not drawn)	-3	3	15[fluorescence artefact?]	2	19	83	84	95	88
CC[C@@H](C)[C@H](NC(=O)OC(C)(C)C)c1nnc(S(=O)(=O)Cc2cc(C)ccc2C)o1	0	-3[fluorescence artefact?]	10[fluorescence artefact?]	-2	16	0.2*	39	14*	77
CCCNC(=O)c1ccc(SC)cc1OC	1[fluorescence artefact?]	-6	13[fluorescence artefact?]	1	.	90	99	114	90

Reprinted at random: two entries already listed, in no set order.
SMILES	ERa SRC1 inh	ERb SRC1 inh	Smad3 FoxH1 inh	Candida biofilm	sEH act	H69AR inhibit	HUVEC inhibit	Lung fibro prol	ERa SRC1 pot
CCOCCCNC(=O)C(NC(=O)c1ccc2c(c1)OCO2)c1ccc(OC)cc1 (stereo not drawn)	3[fluorescence artefact?]	-3[fluorescence artefact?]	7	1	0	100	103	106	133
COC(=O)c1sc(NC(=O)COc2ccccc2OC)nc1C	-7	1	4	11	-5	90	102	108	109

More records
SMILES	ERa SRC1 inh	ERb SRC1 inh	Smad3 FoxH1 inh	Candida biofilm	sEH act	H69AR inhibit	HUVEC inhibit	Lung fibro prol	ERa SRC1 pot
COc1ccc[nH]c1=O	0[fluorescence artefact?]	-4[fluorescence artefact?]	-4	7	8	87	95	95	109[fluorescence artefact?]
CC(C)c1ccc(S(=O)(=O)N2CCN(CCC(=O)Nc3ccc(N(C)C)cc3)CC2)cc1	-1	1	-5	6	-6	44	87	100	111
Cc1ccc(NCc2nnc(SCC(=O)c3ccc4c(c3)OCCO4)o2)c(C)c1	28	22	3	7	-5	47	65	91	105
COc1cc2c(cc1OC)CN(C(=O)C(C)(C)C)CC2	6	22	-9	1	21	95	111	101	115[fluorescence artefact?]
CCOC(=O)c1[nH]nc(-c2cc(CC)c(O)cc2O)c1-c1cscn1	0	-8	-9	0	6	71	61	93	84
O=C(c1ccc(Br)cc1)N1CCCC1	-13	-18	-7	5	-5	93	95	104	103[fluorescence artefact?]
CCOC(=O)C(Cc1c[nH]c2ccccc12)NC(=O)CNC(C)=O (stereo not drawn)	-4	2	-2	-1	-2	105	112	100	132
COC(=O)CC(NC(=O)c1ccc(C)cc1)c1ccc2c(c1)OCO2 (stereo not drawn)	-3	-7	7	-3	0	97	93	92	109
CCOC(=O)CC1C(C(=O)OCC)ON2OC(C(=O)OC)C(C(=O)OCC)C12 (stereo not drawn)	-2	-6	-4	8	4	112	89	93	97
CCCN(CCC)CCNC(=O)C1c2ccccc2C(=O)N(CCOC)C1c1ccc(F)cc1 (stereo not drawn)	-5	-8	-3	8	0	91	93	95	118[fluorescence artefact?]
COc1ccc(OCC(O)Cn2c(=N)n(CCN3CCOCC3)c3ccccc32)cc1 (stereo not drawn)	3	-2[fluorescence artefact?]	10	7	-5	100	82	96	104
